S3 lipid droplet: qHTS Assay for Lipid Storage Modulators in Drosophila S3 Cells. Drosophila S3 cells, BODIPY lipid droplet fluorescence, 18-24 h; cells fed with added oleic acid. lipid storage change, negative = inhibition, % at the top dose, mostly 46.1 µM; hits show Potency in µM. 320,000 compounds, 0.64% hits; active = well fitted inhibition curve with a large enough effect in the signal ratio, with a control signal flat, not every such curve was filed as active; inconclusive = small, poorly fitted or top-dose-only effect, or effect the other way, or a change in a side signal; the % refers to the signal ratio
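Drosophila S3 cells got compounds at several concentrations plus oleic acid (400 uM solution). Laser-scanning cytometry with 488 nm excitation read lipid droplets at 500-530 nm and cells at 575-640 nm. Percent activity was relative to 20 uM Triacsin C.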
S3 lipid droplet cell count max: recorded beside S3 lipid droplet, whose call it bears; cell number change, %; measured here: cell count max response;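 cells counted by Cell Tracker Red CMTPX staining in the red channel; peak over a dose series mostly up to 46.1 µM; percent activity relative to internal control wells on each plate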
Numbers without * were called inactive; i = inactive; ? = inconclusive; / = not tested or not shown. % is set by controls: 0 for no effect and ±100 for the full control effect; potency is the fitted concentration of half-maximal effect. These rows are one share of the data; count on the stated rates, not on these rows.

SMILES	S3 lipid droplet	S3 lipid droplet cell count max
CCNC(=O)CC1C(=O)N(c2ccc(OC)cc2)C(=O)N1CCOC (configuration not stated)	-16.2%	-13.1
COc1ccc(OC2OC3COC(C)(C)OC3C(O)C2NC(C)=O)cc1 (configuration not stated)	6.7%	6.1
Cc1ccc(C(=O)N2CCC(C)CC2)cc1NC1=NC2CS(=O)(=O)CC2S1 (configuration not stated)	?	/
Cc1ccc(CS(=O)(=O)c2ncc(Cl)c(C(=O)Nc3ccc(OC(F)F)cc3)n2)cc1	1.16µM*	/
Cc1cccc(C)c1NC(=O)CCS(=O)(=O)c1cccc2nonc12	?	/
CSCCC(C(=O)Nc1ccc2c(c1)OCO2)N1C(=O)c2ccccc2C1=O (configuration not stated)	?	/
CCN1CCN(CCCNC(=O)c2ccc3c(c2)NC(=O)c2ccccc2S3)CC1	?	/
Cc1cccc2c1cnn2C(=O)CCC(=O)NC1CCCCC1	19.3%	11.2
CCOC(=O)/C(=C\Nc1ccccc1C(F)(F)F)Sc1ncc(C(F)(F)F)cc1Cl	?	/
COc1ccc(-n2cnnc2SCC(=O)Nc2cccc(S(=O)(=O)N3CCCCC3)c2)cc1	-10.3%	/
Cc1cc(O)c(C(=O)/C=C/c2ccccc2)c(=O)o1	?	/
Cc1oc(-c2ccc(Cl)cc2)nc1CS(=O)CC(=O)NCCN1CCCCCC1 (configuration not stated)	i	-14.4
CC(=O)N1CCc2cc(S(=O)(=O)N3CCc4ccccc4C3)ccc21	?	/
COCCn1c(SCc2cc(C(C)=O)ccc2OC)nc2cc(Cl)ccc2c1=O	?	/
CS(=O)(=O)c1ccc2nc(NC(=O)C3=NN(c4ccccc4)C(=O)CC3)sc2c1	?	/
O=C(O)CNS(=O)(=O)c1cc(Cl)c(Cl)cc1Cl	?	/
COC(Cn1c(-c2cccc(S(=O)(=O)N(C)C)c2)n[nH]c1=S)OC	i	5.8
CCOC(=O)c1c(NC(=O)N/N=C/c2ccccc2OCC)sc(C(C)=O)c1C	10.2%	1.4
Cc1c(Cl)cccc1NS(=O)(=O)c1cccc2nsnc12	10.4%	-3.0
Cc1nc2ccccc2c(=O)n1/N=C/c1ccc([N+](=O)[O-])o1	?	/
CCN(c1cccc(C)c1)S(=O)(=O)c1ccc2c(c1)N(C(C)=O)CCS2	24.9%	-13.6
CCN1C(=NCC2CC2)N[C@@H](c2cccc(C(F)(F)F)c2)C(C(=O)OC)=C1C	?	11.0
Oc1ccc(Cl)cc1CNCc1ccc(Cl)cc1	?	/
C/C=C/C=C/C(=O)N1CC2(CC(c3cccc(NC(=O)/C=C/C)c3)=NO2)C[C@@H]1C(N)=O (some centres not stated)	11.0%	/
O=C(Cc1ccccc1F)NCC(c1ccco1)N1CCCCC1 (configuration not stated)	i	/
Cc1ccc(S(C)(=O)=N/C=C2\C(=O)c3sccc3N(C)S2(=O)=O)cc1 (configuration not stated)	-0.1%	2.0
CCCCC(=O)Nc1ccc(C(=O)NNC(=O)CCCOc2ccc(Cl)cc2Cl)cc1	10.9%	-0.6
Cc1cccc(-n2ncc3c(N(C)C4CCCCC4)ncnc32)c1	?	/
CSCCC(NC(=O)c1ccc([N+](=O)[O-])cc1Cl)C(=O)OC1CCCCC1=O (configuration not stated)	i	11.9
Cc1cc(C(F)(F)F)c2c(N)c(C(=O)NC3CC3)sc2n1	17.8µM*	-6.3*
COc1ccc(NC(=O)C(=O)NCCCn2ccnc2)cc1	-2.1%	7.5
Cc1ccc(NC(=O)CN2CCCC2c2cccs2)cc1S(=O)(=O)N1CCCCC1 (configuration not stated)	23.9%	18.1
Cc1cc(NS(=O)(=O)c2ccc3c(c2)OCCO3)no1	5.4%	5.5
CCc1ccc(CCC(=O)Nc2sc3c(c2C#N)CCCC3)o1	?	/
CCn1c(NC)cc(=O)n(C)c1=O	-11.1%	-12.0
Cc1cc(C(=O)N2CC(C)CC(C)C2)n(-c2ccccc2)n1 (configuration not stated)	?	/
O=C(CSc1nnc(NC(=O)Cc2ccccc2)s1)NCc1ccco1	?	/
O=C(CSc1nnc(Nc2ccccc2F)s1)NCc1ccco1	-4.1%	-20.8
Cc1cc(C)c(S(=O)(=O)NCCCN2CCOCC2)cc1Br	5.9%	-0.4
CCOc1ccc(C(=O)Nc2ccc3c(c2)OCCO3)cc1	?	/
O=C(Nc1cc(Cl)ccc1N1CCOCC1)C1=COCCO1	i	2.2
CCCCN1C(N)=NC[C@H]1Cc1ccc(O)cc1	4.8%	11.2
Cc1[nH]c2ccccc2c1/C=N/NC(=O)CNC(=O)c1ccccc1	-7.9%	8.5
CC(OC(=O)c1cc(=O)c2cc(Cl)ccc2o1)C(=O)N1CCCC1 (configuration not stated)	?	/
C=CCn1c(-c2ccc(N)cc2)nc2ccccc21	?	/
CCc1ccc(NS(=O)(=O)c2ccc3[nH]c(=O)[nH]c3c2)cc1	-19.8%	-9.4
Cc1cc(N2CCOCC2)nc2cc(O)ccc12	4.2%	-2.5
Cc1c(Cl)cccc1NC(=O)Cn1cccc1	?	/
Cc1ccsc1/C=N/NC(=O)CNC(=O)c1cccc([N+](=O)[O-])c1C	6.2%	3.8
C=CCC1NS(=O)(=O)OC(COC)C1C (configuration not stated)	?	/
CC(C)CNC(=O)CSc1nc2nn(-c3ccccc3)c(=O)c-2c2n1CCCCC2	-6.3%	-6.8
O=C(NCC1CCCO1)c1cccc(C(=O)NCC2CCCO2)c1 (configuration not stated)	8.4%	-1.5
C=CC(O)(C#CCN(CC)CC)c1ccccc1 (configuration not stated)	?	/
CC(=O)NC(Cc1ccc(F)c(F)c1)C(=O)NC1CCN(c2nnnn2-c2ccccc2)CC1 (configuration not stated)	?	/
Cc1ccc(NC(=O)CN(C)C(=O)CSc2nncn2C)cc1	i	/
Cc1c(Cc2ccccc2)sc(N)c1C(N)=O	i	/
O=C(Nc1ccc(O)c(-c2nc3ccccc3o2)c1)C1(c2ccc(Br)cc2)CCCC1	5.4%	-1.2
CCOc1ccccc1NC(=O)C1CCN(C(=O)C2CC(=O)N(c3ccc(C)cc3)C2)CC1 (configuration not stated)	14.6%	16.4
CCCCSC1=C(C#N)C(c2ccccc2C)CC(=O)N1 (configuration not stated)	-5.3%	-0.7
O=C(NNC1=NCCCCC1)c1ccccc1	?	/

(cont.)
SMILES	S3 lipid droplet	S3 lipid droplet cell count max
O=C1Nc2cc(C(=O)N3CCOCC3)ccc2SC1N1CCOCC1 (configuration not stated)	12.1%	-6.7
O=C(Nc1c2c(nn1-c1ccc(F)cc1)CS(=O)(=O)C2)c1ccc(S(=O)(=O)N2CCOCC2)cc1	-1.5%	-2.1
CCN1C(=O)[C@H]2[C@@H](c3ccc(C)cc3)N3C(=O)N(c4ccccc4)C(=O)[C@@]3(Cc3ccc(Cl)cc3)[C@H]2C1=O	?	/
Cn1c(=S)n(/N=C/c2ccc3c(c2)OCO3)c2ccccc21	?	/
O=C(O)c1cccc(S(=O)(=O)Nc2ccc3[nH]c(=O)[nH]c3c2)c1	?	/
CCCc1cc(C(=O)NCc2ccccc2)no1	?	/
Cc1ccc(N2C(=O)CC(N(CCc3ccccc3)C(=S)Nc3ccc(N(C)C)cc3)C2=O)cc1 (configuration not stated)	1.5%	-4.0
COC(=O)CC1c2ccccc2S(=O)(=O)N1Cc1ccccc1 (configuration not stated)	9.9%	6.6
CCc1nn(C(C)C(=O)NCCN2CCCCCC2)c(=O)c2cc3occc3n12 (configuration not stated)	i	-17.9
CS(=O)(=O)N(CC(=O)N/N=C/c1ccco1)c1ccccc1Br	-8.2%	2.7
Cc1nc(Nc2ccccc2C(F)(F)F)sc1C(=O)N(C)C	8.0%	-18.0
COCCN(Cc1cc2cc(C)ccc2nc1Cl)C(=O)Nc1ccccc1C	?	/
CC1(C(=O)NCc2ccc(Cl)c(Cl)c2)Oc2cccnc2NC1=O (configuration not stated)	25.5%	/
COc1cc(NC2CCCCC2O)c2nc(-c3ccc(Cl)cc3)ccc2c1 (configuration not stated)	14.6µM*	-29.8*
COc1ccc(OC)c(N(CC(=O)N2CCCC2)S(=O)(=O)c2ccc(C)cc2)c1	?	/
Cc1cc(C)c(OCCCCNCc2ccccc2)c(Cl)c1	0.2%	1.5
CC(C)C(=O)Nc1nnc(SCC(=O)Nc2ccc3c(c2)OCO3)s1	2.4%	4.8
Cc1noc(C)c1C(=O)OCC(=O)NCCC1=CCCCC1	?	/
CC(C)(C)NC(=O)C1CC(=O)N(CCc2ccc(F)cc2)C1 (configuration not stated)	i	23.0
O=c1n(CCCN2CCN(c3cccc(Cl)c3)CC2)nc2ccccn12	?	/
Cn1c(CN2CCCCC2)nc2cc(NC(=O)c3cccs3)ccc21	i	/
O=C(Nc1cccc(Cl)c1)Nc1nnc(CSCCOc2ccc(Cl)cc2)s1	?	/
Cc1cccn2c(=O)c3cc(C(=O)NCC4CCCO4)c(=N)n(C4CCCCC4)c3nc12 (configuration not stated)	i	-3.2
COc1ccc(NC(=O)COc2ccc(-c3nn(C)c(=O)c4ccccc34)cc2)cc1	11.1%	-3.7
COc1c(Cl)ccc(Cl)c1C(=O)NCc1ccco1	?	/
COc1cnn(-c2ccc(Br)cc2)c(=O)c1SCc1ccccc1	?	/
CCOC(=O)c1cnn2c(C)cc(-c3ccc(F)cc3)nc12	18.1%	-10.0
CCCN(CCC)CCCNC(=O)CNC(=O)c1nn(-c2ccc(OC)cc2)c(=O)c2ccccc12	?	/
CC(C)c1ccc(NC(=O)C2C3C=CC4(O3)C2C(=O)N(CCCN2CCCCC2)C4C(=O)NC2CCCCC2)cc1 (configuration not stated)	i	2.7
Nc1ccc(-c2nc3ncccc3o2)c(O)c1	8.0%	8.5
Cc1c(Cl)c(-c2n[nH]c(=S)n2-c2ccccc2)nn1C	22.5%	3.7
Cc1nc(-c2cccc(S(=O)(=O)N3CCOCC3)c2)cs1	i	/
Cc1ccccc1CN(c1ccc(C(N)=O)cc1)S(C)(=O)=O	1.2%	6.6
O=C(CCS(=O)(=O)c1ccc(Cl)cc1)NCCc1c[nH]c2ccccc12	?	/
O=C(NNc1cccc(Cl)n1)C(F)(F)F	?	/
Cc1nc2c(C(=O)NCc3ccco3)cnn2c(C)c1Cc1ccc(F)cc1Cl	?	/
O=C(N/N=C/c1ccc2c(c1)OCO2)c1ccc(NC(=O)c2ccc(F)cc2)cc1	?	/
COc1ccc(Cl)cc1S(=O)(=O)n1nnc2ccccc21	?	/
CN(C)/C(=N\OC(=O)c1ccccc1)c1nonc1N	7.9%	0.4
Cc1nc(SCc2ccccc2C)n[nH]1	?	/
CCOc1ccc(S(=O)(=O)Nc2ccc(C(=O)NNC(=O)c3ccncc3)cc2)cc1	?	/
COc1ccc(OC)c(/C=C/C(=O)N(C)CC(=O)Nc2ccc(N3CCOCC3)cc2)c1	-16.7%	-0.7
COc1ccccc1NC(=O)Cn1cnc2c1c(=O)n(C)c(=O)n2C	9.0%	1.0
CCn1c(CC(=O)Nc2ccc(Cl)c(Cl)c2)nnc1SCc1ccc(Cl)cc1	0.9%	3.1
N#Cc1c(C#N)c(O)c2ccccc2c1O	?	/
Cc1nc(Nc2ccccc2F)c2nnn(Cc3ccccc3Cl)c2n1	i	2.6
COCc1cc(C)nc(N2CCCCC2)c1C#N	4.8%	-15.8
CCCn1c(SC(C)C(=O)NCC2CCCO2)nc2cc(Cl)ccc2c1=O (configuration not stated)	?	/
CCN(CC)S(=O)(=O)c1cccc(-c2nnc(C(=O)c3ccc(C(F)(F)F)cc3)o2)c1	16.0%	12.3
C=Cc1ccc(C(=O)N2CCCC(CCC(=O)N3CCN(c4ccccn4)CC3)C2)cc1 (configuration not stated)	i	-2.9
CSCC[C@H](NC(=O)OC(C)(C)C)C(=O)N1CCC(C(=O)N[C@@H](C)C(=O)NC(C)c2ccccc2)CC1 (some centres not stated)	-9.9%	-15.4
NC(=O)C1CCN(C(=O)c2cc3ccccc3cc2O)CC1	?	/

In the list so far, 14 have an aryl methoxy group.
SMILES	S3 lipid droplet	S3 lipid droplet cell count max
CCNC(=O)CC1C(=O)N(c2ccc(OC)cc2)C(=O)N1CCOC (configuration not stated)	-16.2%	-13.1
COc1ccc(OC2OC3COC(C)(C)OC3C(O)C2NC(C)=O)cc1 (configuration not stated)	6.7%	6.1
COc1ccc(-n2cnnc2SCC(=O)Nc2cccc(S(=O)(=O)N3CCCCC3)c2)cc1	-10.3%	/
COCCn1c(SCc2cc(C(C)=O)ccc2OC)nc2cc(Cl)ccc2c1=O	?	/
COc1ccc(NC(=O)C(=O)NCCCn2ccnc2)cc1	-2.1%	7.5
COc1cc(NC2CCCCC2O)c2nc(-c3ccc(Cl)cc3)ccc2c1 (configuration not stated)	14.6µM*	-29.8*
COc1ccc(OC)c(N(CC(=O)N2CCCC2)S(=O)(=O)c2ccc(C)cc2)c1	?	/
COc1ccc(NC(=O)COc2ccc(-c3nn(C)c(=O)c4ccccc34)cc2)cc1	11.1%	-3.7
COc1c(Cl)ccc(Cl)c1C(=O)NCc1ccco1	?	/
COc1cnn(-c2ccc(Br)cc2)c(=O)c1SCc1ccccc1	?	/
CCCN(CCC)CCCNC(=O)CNC(=O)c1nn(-c2ccc(OC)cc2)c(=O)c2ccccc12	?	/
COc1ccc(Cl)cc1S(=O)(=O)n1nnc2ccccc21	?	/
COc1ccc(OC)c(/C=C/C(=O)N(C)CC(=O)Nc2ccc(N3CCOCC3)cc2)c1	-16.7%	-0.7
COc1ccccc1NC(=O)Cn1cnc2c1c(=O)n(C)c(=O)n2C	9.0%	1.0

Source: PubChem (National Center for Advancing Translational Sciences (NCATS))
